# Bioassay records as filed in PubChem.
# M1 PAM = positive allosteric modulators of human M1 muscarinic receptor. P11229. CHO-K1 hM1, Fluo-8 calcium fluorescence, ACh EC20; 0% = ACh EC20, 100% = maximal ACh. activation, % at 3 µM. 360,000 tested, 0.088% active; in the data active means activation above about 19%, passing the limit was not always enough
# Target sequence (P11229 whole entry, looked up): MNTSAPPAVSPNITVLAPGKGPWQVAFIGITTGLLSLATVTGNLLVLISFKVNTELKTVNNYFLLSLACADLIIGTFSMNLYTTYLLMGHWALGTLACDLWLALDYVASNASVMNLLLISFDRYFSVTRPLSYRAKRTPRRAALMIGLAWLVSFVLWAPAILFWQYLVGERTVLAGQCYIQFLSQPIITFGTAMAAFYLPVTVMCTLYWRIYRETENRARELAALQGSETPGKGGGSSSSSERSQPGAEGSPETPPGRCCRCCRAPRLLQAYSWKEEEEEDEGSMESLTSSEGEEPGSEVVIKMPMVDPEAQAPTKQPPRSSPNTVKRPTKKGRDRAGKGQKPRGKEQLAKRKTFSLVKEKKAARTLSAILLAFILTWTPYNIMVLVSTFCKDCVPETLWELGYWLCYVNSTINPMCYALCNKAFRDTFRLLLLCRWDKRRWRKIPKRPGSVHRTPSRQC
# M5 ag = agonists of human muscarinic M5 receptor (CHRM5); CHO-K1 hM5 cells, Fluo-8 calcium fluorescence; 0% DMSO wells, 100% maximal acetylcholine response; activation, % at 3 µM; 360,000 tested, 0.19% active; AID 624037;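 active means activation above the run's mean over test compounds plus 3 SD, cut at about 23% in these data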;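 further: signal is peak over basal fluorescence ratio across the kinetic read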
# CHRM1 antagonist = blocks human M1 muscarinic receptor | P11229 | 360,000 tested, 1.3% active | CHO-K1 hM1, Fluo-8 calcium fluorescence, ACh EC80 antagonist | inhibition, % at 3 µM;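 active means percent inhibition above its own plate's cutoff, namely the mean of that plate's compound wells plus 3 SD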;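 further: peak over basal fluorescence ratio during 140 s after agonist addition; 0% = ACh EC80 plus DMSO and 100% = DMSO alone without agonist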
# M5 antag = CHRM5 antagonism in calcium assay; 360,000 tested, 0.59% active; CHO-hM5 cells, Fluo-8 calcium fluorescence, ACh EC80; inhibition, % at 3 µM; P08912;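 active means inhibition above a per-plate cutoff, the mean of that plate's test compounds plus 3 SD, cut at about 27% in these data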;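 further: 0% = acetylcholine EC80 with DMSO and 100% = DMSO without agonist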
# CHRM5 PAM = potentiates acetylcholine response at human M5 receptor; CHO-K1 hM5, Fluo-8 calcium, ACh EC20 PAM; 0% = ACh EC20, 100% = ACh EC100; activation, % at 3 µM; 360,000 tested, 0.3% active; AID 624038;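 active means activation above the run cutoff, the mean activation of all test compounds plus 3 SD, cut at about 18% in these data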
#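 System: CHO-K1 hM5 cells. Reagent: acetylcholine, EC20 level. Compound dosing: single dose, 3 µM nominal final test concentration. Timing: Post-acetylcholine fluorescence recording 140 s. Detection: Fluo-8 calcium fluorescence. Read-out: % activation, ACh-normalized. Benchmarks: ACh EC20 and EC100 wells. Repeats: singlicate, one well per test compound.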
# CHRM1 agonist = activates human CHRM1 receptor | CHO-K1 hM1, Fluo-8 calcium fluorescence, agonist mode; 0% DMSO, 100% acetylcholine EC100 | activation, % at 3 µM | 360,000 tested, 0.33% active | P11229;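 active means activation above the run's mean compound activation plus 3 SD, cut at about 16% in these data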;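 further: peak over basal fluorescence ratio within a 140 s kinetic read after compound addition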
# M4 ag = agonists of human muscarinic M4 receptor (CHRM4); activation, % at 3 µM; CHO-K1 hM4/Gqi5, Fluo-8 calcium fluorescence; vehicle 0%, full acetylcholine response 100%; 360,000 tested, 0.14% active;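 active means activation above the run mean over all test wells plus 3 SD, cut at about 32% in these data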;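 further: peak over basal fluorescence ratio per well then scaled between controls; 0% = DMSO wells and 100% = acetylcholine at EC100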
# Target sequence (P08173 whole entry, looked up): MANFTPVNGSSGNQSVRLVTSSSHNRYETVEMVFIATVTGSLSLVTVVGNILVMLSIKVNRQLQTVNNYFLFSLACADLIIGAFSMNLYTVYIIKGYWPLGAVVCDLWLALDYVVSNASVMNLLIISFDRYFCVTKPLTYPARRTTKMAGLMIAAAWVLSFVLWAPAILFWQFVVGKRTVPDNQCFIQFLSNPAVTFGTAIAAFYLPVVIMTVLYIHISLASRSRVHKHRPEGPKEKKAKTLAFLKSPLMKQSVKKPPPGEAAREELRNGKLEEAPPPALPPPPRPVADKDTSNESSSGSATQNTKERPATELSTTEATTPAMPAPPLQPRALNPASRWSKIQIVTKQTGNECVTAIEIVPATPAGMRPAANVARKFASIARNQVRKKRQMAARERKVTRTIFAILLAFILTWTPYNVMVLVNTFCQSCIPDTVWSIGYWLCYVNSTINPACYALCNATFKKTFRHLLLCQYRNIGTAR
# CHRM4 antagonist = antagonists of human muscarinic M4 receptor (CHRM4) | 360,000 tested, 0.73% active | CHO-hM4 cells, ACh EC80, Fluo-8 calcium fluorescence | P08173 | inhibition, % at 3 µM;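 active means inhibition above its plate's cutoff, the mean inhibition of sample wells plus 3 SD, cut at about 27% in these data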;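 further: 0% = acetylcholine EC80 with DMSO and 100% = DMSO without agonist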
# TAAR1 ag = human TAAR1 agonism; Q96RJ0; CHO RD-HGA16 TAAR1, Fluo-8 calcium fluorescence; vehicle wells 0%, saturating PEA agonist 100%; activation, % at 3 µM; 360,000 tested, 0.99% active;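 active means activation above the mean activation of all test compounds in the run plus 3 SD, cut at about 38% in these data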
#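 System: CHO-derived RD-HGA16 cells with stable Gα16 and human TAAR1. Times: 17-24 h plating, Fluo-8 75 min 37 °C, 30 min RT. Measured by: calcium-sensitive Fluo-8 signal, excitation 470-495, emission 515-575 nm. Read-out basis: % activation relative to PEA EC100 response. Control set: DMSO and PEA EC100. Repeats: no replicates (n 1).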
# Active calls of the source: *; . = no result given.
SMILES,M1 PAM,M5 ag,CHRM1 antagonist,M5 antag,CHRM5 PAM,CHRM1 agonist,M4 ag,CHRM4 antagonist,TAAR1 ag
CC(=O)Nc1ccc(S(=O)(=O)c2c(N)n(CCN3CCOCC3)c3nc4ccccc4nc23)cc1,14,0,-11,15,2,13,0,-5,3
O=C(N/N=C/c1ccc(O)c(O)c1)C1CC1,12,0,-17,-2,2,-2,0,-9,9
O=C(CCNS(=O)(=O)c1ccc(Br)s1)N1CCN(c2ccccc2)CC1,4,1,-24,3,-4,-1,8,-5,8
COc1ccc(Oc2coc3cc(OC(=O)/C=C/c4ccccc4)ccc3c2=O)cc1,-1,3,10,-2,-2,-1,3,-2,2
O=C(CSc1nc2ccccc2c(=O)[nH]1)NCc1ccc(Cl)cc1,1,-2,0,6,-2,-4,1,1,7
COc1ccc(-n2c(=O)c(CCC(=O)N(C)Cc3ccccc3C)nc3ccccc32)cc1,6,-2,-8,13,-4,-2,4,-7,5
CCOC(=O)c1[nH]c2cc3c(cc2c1NC(=O)CN1CCC(C)CC1)OCO3,-1,-2,-13,-9,7,-4,0,2,0
COc1ccc(C(=O)NC2CCN(C(=S)Nc3cc(C)ccc3C)CC2)cc1,6,0,6,6,-7,-1,0,6,7
COc1ccc(Cl)cc1C(=O)NNC(=O)CCNC(=O)c1ccccc1,3,2,-8,-2,3,-3,1,-9,2
CSc1nc2ncc3c(n2n1)CC1c2ccccc2CCN1C3=O (stereo not drawn),6,2,-3,-4,-8,-3,3,6,4
O=C(O)c1ccc(NC2=C(n3nnc4ccccc43)C(=O)c3ccccc3C2=O)cc1,14,3,-18,-5,13,0,1,0,2
CN(Cc1ccccc1)C(=O)c1cccnc1,12,1,-10,3,-1,-1,1,-5,3

# Some of the entries above in a different format.
# Sequence of screens: M1 PAM, M5 ag, CHRM1 antagonist, M5 antag, CHRM5 PAM, CHRM1 agonist, M4 ag, CHRM4 antagonist, TAAR1 ag
> O=C(O)c1ccc(NC2=C(n3nnc4ccccc43)C(=O)c3ccccc3C2=O)cc1
    14, 3, -18, -5, 13, 0, 1, 0, 2
> COc1ccc(-n2c(=O)c(CCC(=O)N(C)Cc3ccccc3C)nc3ccccc32)cc1
    6, -2, -8, 13, -4, -2, 4, -7, 5
> COc1ccc(Oc2coc3cc(OC(=O)/C=C/c4ccccc4)ccc3c2=O)cc1
    -1, 3, 10, -2, -2, -1, 3, -2, 2
> CSc1nc2ncc3c(n2n1)CC1c2ccccc2CCN1C3=O (stereo not drawn)
    6, 2, -3, -4, -8, -3, 3, 6, 4
> O=C(CSc1nc2ccccc2c(=O)[nH]1)NCc1ccc(Cl)cc1
    1, -2, 0, 6, -2, -4, 1, 1, 7
> CN(Cc1ccccc1)C(=O)c1cccnc1
    12, 1, -10, 3, -1, -1, 1, -5, 3
> O=C(N/N=C/c1ccc(O)c(O)c1)C1CC1
    12, 0, -17, -2, 2, -2, 0, -9, 9

# (cont.)
SMILES,M1 PAM,M5 ag,CHRM1 antagonist,M5 antag,CHRM5 PAM,CHRM1 agonist,M4 ag,CHRM4 antagonist,TAAR1 ag
CC12CCC(=O)N1C(C(=O)Nc1ccc(F)c(F)c1F)CS2 (stereo not drawn),6,-3,-4,-2,7,-3,0,-7,1
O=C(NC1CCSC1=O)c1ccccc1 (stereo not drawn),10,-3,-13,2,-1,-3,1,-4,0
CC(=O)Nc1ccc(NC(=O)C(C)Oc2ccccc2F)cc1 (stereo not drawn),6,1,5,2,3,-2,7,4,10
CCN1C(=O)[C@H]2[C@H]3CN=C(SCc4ccc(C)cc4)N3[C@@](C)(C(=O)OC)[C@H]2C1=O,-1,1,1,-1,-3,-2,0,4,1
COc1ccc(S(=O)(=O)N2CCOC2CNC(=O)C(=O)NCCc2ccccc2OC)cc1C (stereo not drawn),-3,3,-8,-1,-6,-1,8,-7,13
Cc1ccc(-c2nc(CS(=O)(=O)CC(=O)NCCCN3CCN(C)CC3)c(C)o2)cc1,4,-1,-8,-5,0,-2,1,-6,-2
COc1ccc(NC(=O)/C(C#N)=C/c2ccc(OCCN3CCOCC3)c(OC)c2)c(OC)c1,7,-2,-9,7,-2,2,9,-4,.
C=CS(=O)(=O)c1sc(Cl)c(N2CCOCC2)c1[N+](=O)[O-],5,4,-2,-5,14,-4,3,5,21
Cn1c(=O)c2c(ncn2CC(=O)OCC(=O)Nc2ccccc2Cl)n(C)c1=O,-4,3,-6,2,-1,-1,3,-2,8
COc1ccc(CCNS(=O)(=O)CCNC(=O)c2ccccc2)cc1,5,3,-7,7,-6,-3,1,-3,20
CN1C(=S)SC(/[N+]([O-])=C\c2cccs2)C1(C)C (stereo not drawn),-4,-4,6,5,-1,-4,1,-2,0
COc1ccc(Oc2nc(SC)nc3ccccc23)cc1,-9,-6,0,3,-3,-4,-2,-2,0
O=C(Nc1ccccc1O)c1ccc([N+](=O)[O-])cc1,21,3,-27,4,-1,3,3,-14,1
CCOC(=O)c1cc2c(ccc3nc(C)c(C)c32)[nH]c1C,1,-1,0,17,-7,-6,15,3,-2
COc1ccc(C2CC(c3ccc(Br)cc3)Nc3nc(N)nn32)cc1 (stereo not drawn),7,1,-2,-4,3,-4,2,7,8
N#Cc1ccc(CSc2ccc(S(=O)(=O)N3CCCC3)cn2)cc1,0,3,-4,0,-11,-6,11,-18,6
COc1ccccc1C1C(C(N)=O)=C(C)Nc2nc(-c3ccccc3Cl)nn21 (stereo not drawn),0,0,1,2,-1,-2,1,-8,3
CC(=O)Nc1ccc(N(C(=O)c2ccccn2)C(C(=O)NC2CCCCC2)c2ccc(F)cc2)cc1 (stereo not drawn),7,-3,0,17,-4,-1,0,7,1
Cc1nc2nc[nH]n2c(=O)c1NC(=O)c1c(-c2ccccc2Cl)noc1C,8,1,-4,-11,-4,-4,0,-6,3
CC/C(=C\C1CCCCC1)C(NP(=O)(c1ccccc1)c1ccccc1)c1ccccc1 (stereo not drawn),10,3,-1,-3,5,-5,2,-3,-1
C/C(CC(=O)NCc1ccc(Cl)cc1)=N\NC(=O)c1ccccc1F,-3,-3,-1,4,-6,-3,1,3,3
CCOc1ccccc1OCCN1CCCC1,-2,-13,-9,-4,2,-9,0,-8,1
Cc1cc(-c2csc(NC(=O)c3ccc(=O)[nH]c3)n2)c(C)n1Cc1ccco1,6,3,-17,-13,12,-3,1,4,1
O=[N+]([O-])c1cc(C(F)(F)F)ccc1Cl,2,2,-5,2,1,-2,2,-6,0
CCCc1cc(=O)[nH]c(-n2[nH]c3c(c2=O)CCCC3)n1,6,-3,-5,5,4,1,0,9,1
O=C1Cn2nnc(-c3ccccc3)c2C2c3ccccc3CCN12 (stereo not drawn),4,0,1,-1,8,-8,0,-10,2
Cc1cc2cc(CCNS(=O)(=O)c3ccc(F)cc3)c(=O)[nH]c2cc1C,-8,-2,10,19,-6,-2,3,2,-3
COc1ccc(CN2CC(C(=O)NCCCN3CCCC(C)C3)CC2=O)cc1 (stereo not drawn),1,-4,0,6,2,-13,1,-6,3
CC(=O)c1ccc(NC(=O)CN(c2c(C)cccc2C)S(C)(=O)=O)cc1,9,-3,-12,10,-4,0,3,-16,3
C=CCOc1cccc(C(=O)N2CCCC(Nc3ccc4c(c3)OCCO4)C2)c1 (stereo not drawn),-3,-1,-14,5,-4,-2,3,-3,-1
COc1cc(OC)cc(-c2nnc(SCc3ccc(C(=O)O)cc3)o2)c1,17,2,-18,9,-1,0,2,-1,3
CN(CC(=O)Nc1ccc(F)c(F)c1F)C(=O)C1CCCC1,-4,7,13,12,-9,-2,19,7,5
CCOC(=O)c1[nH]c(C)c(C(=O)OCCN2C(=O)c3ccccc3C2=O)c1C,0,-2,-1,-2,-3,-2,5,-7,12
CC(C)Cn1c(N)c(C(=O)COC(=O)c2cc3ccccc3cc2O)c(=O)n(C)c1=O,8,7,-5,2,9,-1,5,4,4
Cc1ccc(Nc2cc(=O)n(C3CCCCC3)c(=O)[nH]2)cc1C,1,1,5,-2,0,0,2,-4,33
COC(=O)c1ccc(N2CCN(C)CC2)c(NC(=O)COc2ccc(C)cc2)c1,5,-2,-9,2,-7,-6,3,3,1
Cc1csc(NC(=O)c2nc3nccc(C)n3n2)n1,5,0,-20,6,-3,-1,1,1,14
CCOc1ccc(NC(=O)Cn2c(=O)oc3cc(Cl)ccc32)cc1,0,-3,4,-1,-9,-1,4,-10,0
CN1CCN(C(=O)CCNC(=O)Cn2ccc3ccccc3c2=O)CC1,8,0,-7,-1,2,-3,0,-6,11
CCn1c(SCC(N)=O)nnc1C(C)C,2,0,-8,-1,-2,-6,1,-2,1
O=C(CCc1ccc(O)cc1)NN=Cc1ccc2c(c1)OCO2,5,0,-3,7,-3,-2,3,-9,1
N#Cc1ccccc1NC(=O)CSc1ccc([N+](=O)[O-])cn1,-8,0,18,0,-8,0,2,11,0
COc1ccccc1NC(=O)CSc1nc2ccccc2n1C(C)=O,5,2,-4,1,-6,0,5,-6,7
CN(CCCNC(=O)c1cn(C)c2ccc(S(=O)(=O)N(C)C)cc2c1=O)c1ccccc1,2,-1,-8,4,-11,-10,6,2,1
Cc1ccc(NC(=O)COC(=O)C2COc3ccccc3O2)cc1S(=O)(=O)N1CCOCC1 (stereo not drawn),4,1,0,-1,-2,-1,3,4,4
CN1C(=O)N(CC(=O)Nc2ccc3c(c2)OCO3)C(=O)C12CCCCC2,6,2,-12,2,-1,0,0,-7,4
COc1ccc(O)c(/C=N/Nc2nc(Nc3ccccc3)nc(-n3nc(C)cc3C)n2)c1,-9,-4,21,11,-12,1,10,5,13
CCN(CC)CCNCc1ccc(-c2ccc(Cl)cc2)o1,10,-5,-35,1,-4,-10,6,-5,2
CC(C)(C)CC(=O)Nc1nnc(-c2cccs2)s1,1,-3,-17,7,0,-3,0,0,9
O=c1cc(C(Cl)(Cl)Cl)oc2c1ccc1ccccc12,7,-7,-5,-5,0,-3,0,-6,-2
Cc1ccc(NC(=O)COc2coc(CN3CCN(Cc4ccccc4)CC3)cc2=O)cc1,5,-2,-11,5,3,-8,1,-11,1
CNS(=O)(=O)c1ccc(NC(=O)c2csc(C)c2)cc1,4,0,-10,-9,3,-1,1,-13,1
CN(C)S(=O)(=O)c1ccc(N2CCOCC2)nc1,-5,0,6,-2,-3,-4,0,14,14
CN(C)CCN1CCN(C2CN(Cc3cn(Cc4ccc(F)cc4)nn3)S(=O)(=O)C2)CC1 (stereo not drawn),.,-2,.,-1,0,.,0,-7,2
Cc1cccc(C(=O)Nc2nnc(SCC(=O)NCc3ccco3)s2)c1,2,-1,5,-3,-8,-2,5,4,0
O=c1c2ccccc2nnn1Cc1ccc2ccccc2c1,11,-2,-10,5,2,-2,0,-5,6
Cn1nc(C(=O)NC2CCCCC2)c2c1-c1ccccc1S(=O)(=O)C2,9,-3,-9,-22,10,-3,3,-11,2
Cc1ccc(S(=O)(=O)N2CCCCC2)cc1NC(=O)C1CC1,2,2,2,-2,-1,-2,1,-13,0
O=C(O)C1CN(C(=O)c2ccccc2)c2cc(Cl)ccc2O1 (stereo not drawn),-2,-2,1,-2,1,-3,1,-27,3
O=C1N=c2ccccc2=C1c1sc(=O)[nH]c1O,12,-3,-8,4,-2,-3,0,10,0

# This is a subset; rates above refer to the full screens.
